# From PubChem BioAssay
# Dyrk1A ADPGlo = Dyrk1A (rat) kinase inhibition | Q63470 | ADP-Glo luminescence, NFATc1 peptide | inhibition, % at 12.5 µM | 310,000 tested, 0.43% active | AID 504441; in the data active means inhibition above about 50%;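 further: plate controls were vehicle with enzyme for no effect and no enzyme for full effect; many of its hits are not listed in these tables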
# * = called active by the depositor. These rows are one share of the data (hit frequency here may not be typical).
Dyrk1A ADPGlo	SMILES
-4	Cc1ccc(S(=O)(=O)N2CCCCC2)cc1C(=O)OC(C)C(=O)NC1CCCCC1C (stereo unspecified)
-1	O=C(/C=C/c1ccccc1)CCN1CCOCC1
-6	COC(=O)[C@]1(C)N[C@H](CN(C)S(=O)(=O)c2ccc(C)cc2)[C@@H]2C(=O)N(C)C(=O)[C@@H]21
4	CCOc1ccc2c(c1)C(=NNC(=O)c1ccccn1)c1cc(OCC)ccc1-2
-3	Cc1cc(C(=O)N2CCc3ccccc3C2)c(C)o1
-1	CC1(C2CCC3C4CCC5CC6(CCC5(C)C4C(=O)CC32C)OCCO6)OCCO1 (stereo unspecified)
3	CCOC(=O)C1=C(COC(=O)CNS(=O)(=O)c2c(F)cc(F)cc2Br)NC(=O)NC1C (stereo unspecified)
-2	CCSc1nc2sc3c(c2c(=O)n1C1CCCCC1)CCN(C)C3
-3	CCCCCC(O)CCCC(=O)O (stereo unspecified)
0	O=S(=O)(NC(CO)Cc1ccccc1)c1ccc(Br)cc1F (stereo unspecified)
8	Cc1ccc(C)c(S(=O)(=O)N2CCN(C(=O)CCC(=O)NCc3ccc(Cl)cc3Cl)CC2)c1
-5	CC[C@@]1(C(=O)OC)N[C@H](CN(C)C(=O)COC)[C@@H]2C(=O)N(C)C(=O)[C@@H]21
-1	COc1cccc2c1C1COC3C4CC(C(=O)O)C(C(C2)N13)N4C (stereo unspecified)
-4	CC(C)c1ccc(C(C(C(=O)c2ccccc2)N2CCOCC2)N2CCOCC2)cc1 (stereo unspecified)
7	O=C(NCCc1ccc2c(c1)OCCO2)c1cc(S(=O)(=O)N2CCCC2)ccc1Cl
8	COC(=O)CCC(=O)OC

# Another view of part of the listing above.
CC(C)c1ccc(C(C(C(=O)c2ccccc2)N2CCOCC2)N2CCOCC2)cc1 (stereo unspecified)
  Dyrk1A ADPGlo: -4

COC(=O)CCC(=O)OC
  Dyrk1A ADPGlo: 8

Cc1cc(C(=O)N2CCc3ccccc3C2)c(C)o1
  Dyrk1A ADPGlo: -3

CCCCCC(O)CCCC(=O)O (stereo unspecified)
  Dyrk1A ADPGlo: -3

# New compounds follow
Dyrk1A ADPGlo	SMILES
-3	Cc1cccc(NS(=O)(=O)c2ccc(C)c(C(=O)NCc3ccccn3)c2)c1
12	COc1ccc(/C=C2/CCCc3ccccc3C2=O)cc1
0	CC(C)(C)c1ccc(C2(C)NC(=O)N(CC(=O)NC3CCS(=O)(=O)C3)C2=O)cc1 (stereo unspecified)
1	CCOC1=C(C#N)CC2(CC1)c1ccccc1-c1ccccc12
3	NC(=O)COC(=O)[C@H](Cc1ccccc1)NS(=O)(=O)c1ccc2c(c1)OCCO2
-10	O=[N+]([O-])c1cc(F)cc(F)c1Nc1cc(F)cc(F)c1
10	Cc1nn(C2CCS(=O)(=O)C2)c2nc(C3CC3)cc(C(=O)Nc3ccc(C(N)=O)cc3)c12 (stereo unspecified)
1	COc1ccccc1COC(=O)c1cccc(S(=O)(=O)N2CCCC2)c1
4	COc1ccc(C2c3cc4c(cc3OC(NNC(N)=O)C2C)OCO4)cc1 (stereo unspecified)
6	COc1ccc(OC)c(NC(=O)C2CC(=O)N(CCc3ccc(F)cc3)C2)c1 (stereo unspecified)
2	O=C(NCCN1CCOCC1)c1cccc(S(=O)(=O)Nc2cc(Cl)ccc2Cl)c1
13	CC(C)(C)OC(=O)N1CCC(C(=O)Nc2ccc(C(=O)N3CCCCC3)cc2)CC1
10	CC(=O)c1ccccc1NC(=O)COC(=O)C1=NN(c2ccccc2)C(=O)CC1
5	CC(C)Cc1ccc(C(C)CC2=CCC(CN(C)C)C2=O)cc1 (stereo unspecified)
5	CCOC(=O)c1cc2c(=O)n3cccc(C)c3nc2n(Cc2ccco2)c1=NC(=O)c1ccc(C)cc1
37	F[B-](F)(F)c1cc2cc(Br)ccc2s1
-7	CC1CCCN(CCC(=O)c2ccccc2)C1 (stereo unspecified)
-8	CN(C(=O)c1cccc(NC(=O)Cc2ccc(NC(=O)C3CCN(C(=O)C4CC4)CC3)cc2)c1)C1CCCC1
0	CCN(CC)c1ccc(C2NC(=O)c3ccccc3N2)cc1 (stereo unspecified)
-6	COc1ccc(CCC2(C)OCC(CCCCO)O2)cc1 (stereo unspecified)
-3	CCOc1ccc(-n2c(SCC(=O)Nc3ccc4c(c3)OCO4)nc3c(c2=O)SCC3)cc1
-10	O=C(Nc1ccc(OC(F)(F)F)cc1)C1CCCCN1S(=O)(=O)c1ccccc1 (stereo unspecified)
-9	Oc1c(CN2CCOCC2)cc(CN2CCOCC2)cc1CN1CCOCC1
-1	c1cc(CNCCNCc2ccncc2)ccn1
6	COc1ccccc1CN(C)C(=O)COC(=O)c1cc(C)oc1C
-1	CCCCn1c(N)c(N(CC(C)C)C(=O)c2ccc(OC)c(S(=O)(=O)N3CCOCC3)c2)c(=O)[nH]c1=O
18	O=C(COC(=O)c1ccc(O)cc1O)NC12CC3CC(CC(C3)C1)C2
19	Nc1nc(N)nc(-c2ccc([N+](=O)[O-])o2)n1
-2	COC(=O)C1CC(C(=O)OC)C2C(C(=O)OC)CC(C(=O)OC)C12 (stereo unspecified)
-3	O=S(=O)(NCc1ccccc1)c1ccccc1NCc1ccc(Cl)cc1
3	Cc1ccc(S(=O)(=O)N2CCOCC2)cc1NC(=O)Cn1c(=O)ccn(Cc2ccccc2)c1=O
5	CCOc1ccccc1OCC(=O)Nc1ccc(N2CCOCC2)cc1N1CCOCC1

# 2 entries from above, with tabs:
molecule	Dyrk1A ADPGlo
O=S(=O)(NCc1ccccc1)c1ccccc1NCc1ccc(Cl)cc1	-3
Cc1ccc(S(=O)(=O)N2CCOCC2)cc1NC(=O)Cn1c(=O)ccn(Cc2ccccc2)c1=O	3

# Continuation:
Dyrk1A ADPGlo	SMILES
2	COc1ccc(S(=O)(=O)N2CCOCC2)cc1C(=O)Nc1ccc(N2CCCCCC2)cc1
3	CCN(Cc1nc2cc(Cl)ccc2c(=O)[nH]1)C(=O)c1cc(C2CC2)nn1-c1ccccc1
-2	O=C1C=C(c2ccccc2)CO1
-3	CC[C@]12c3[nH]c4cc(-c5ccco5)ccc4c3CCN1C(=O)[C@@H](CC(=O)NCCCOC)C[C@@H]2C(=O)N1CCN(C(=O)C2CC2)CC1
-1	N#CC(c1ccc([N+](=O)[O-])cc1)C(CC(=O)c1ccccc1)c1ccccc1 (stereo unspecified)
6	O=C1[C@@H](c2ccccc2)[C@@H](c2ccccc2)N1c1cccnc1
-9	O=C1N=C2N(CCN3CCCCC3)c3ccccc3N2/C1=C\c1ccc([N+](=O)[O-])s1
-8	Cc1ccc(CN2CC(C(=O)N3CCN(S(=O)(=O)c4ccccc4)CC3)CC2=O)cc1 (stereo unspecified)

# In a second layout: entries from further up.
SMILES	Dyrk1A ADPGlo
COC(=O)[C@]1(C)N[C@H](CN(C)S(=O)(=O)c2ccc(C)cc2)[C@@H]2C(=O)N(C)C(=O)[C@@H]21	-6
CCN(Cc1nc2cc(Cl)ccc2c(=O)[nH]1)C(=O)c1cc(C2CC2)nn1-c1ccccc1	3
Cc1ccc(S(=O)(=O)N2CCOCC2)cc1NC(=O)Cn1c(=O)ccn(Cc2ccccc2)c1=O	3
Cc1ccc(C)c(S(=O)(=O)N2CCN(C(=O)CCC(=O)NCc3ccc(Cl)cc3Cl)CC2)c1	8
COC(=O)C1CC(C(=O)OC)C2C(C(=O)OC)CC(C(=O)OC)C12 (stereo unspecified)	-2

# Additional results follow:
Dyrk1A ADPGlo	SMILES
-1	CCOC(=O)C1=CN(CC)S(=O)(=O)NC1CC (stereo unspecified)
17	C=CCn1cnc2c(c1=O)c1nc3ccccc3nc1n2/N=C/c1cccc(OC)c1
0	COc1ccc(C2/C=C\CN(C(=O)OCC3c4ccccc4-c4ccccc43)CC(=O)N2Cc2cccc(F)c2)cc1 (stereo unspecified)
5	NC(=N\N=CCc1ccccc1)/C(N)=N/N=CCc1ccccc1
-5	Cc1nn(-c2ccc(F)cc2)c(Cl)c1/C=C(/CCC(=O)O)c1nc2ccccc2s1
-2	CC(=O)c1ccc(N2CCN(Cc3cc(=O)n4c(-c5ccccc5)csc4n3)CC2)cc1
11	Cc1ccc2c(c1)[C@H]1[C@H](CO2)[C@H](c2ccccc2)[C@]2(C)C(=O)Nc3ccc(F)cc3C(=O)N12
-2	COc1ccc(CCNC(=O)c2cccc(S(=O)(=O)N3CCCC3)c2)cc1
-1	O=C1CN(C(=O)COc2ccc(Cl)c(Cl)c2)c2ccccc2N1
14	O=C(Nc1ccc(C(=O)N2CCCC2)cc1)c1ccccc1
-4	Cc1nnc(NS(=O)(=O)c2ccc(N=Nc3ccc(N)nc3N)cc2)s1
-4	Cc1ccc(OCCNC(=O)c2cccc(S(=O)(=O)NCc3ccccc3)c2)cc1
55*	Oc1c(Cl)c(Cl)c2ncccc2c1Cl
7	Cc1ccc(NC(=O)CCN2C(=O)NC3(CCCC3)C2=O)c(C)c1
6	Cc1cc(Br)c(Oc2cc(NN3CCCCC3)c([N+](=O)[O-])cc2[N+](=O)[O-])c(Br)c1
-1	Cc1cc(C)n(-c2ccc(C(=O)OC(C)C(=O)Nc3ccc(C(N)=O)cc3)cc2)n1 (stereo unspecified)
1	Clc1ccc2c(NCCNC3CCCCC3)ccnc2c1
1	COc1ccc2c(c1)/C(=C/c1cc(OC)c(OC)c(OC)c1)C(=O)N2
4	COc1cc(CC2C(=O)OCC2C(=O)c2ccc3c(c2)OCO3)cc(OC)c1OC (stereo unspecified)
2	COc1cc(C2c3cc4c(cc3OC(N3CCOCC3)C2C)OCO4)cc(OC)c1OC(C)=O (stereo unspecified)
-3	O=C(NNC(=O)c1ccc2ccccc2c1)c1cccc(Br)c1
1	CC1C=CC=CC=CC=CC=CC=CC=CC(OC2OC(C)C(O)C(N)C2O)CC2OC(O)(CC(O)CC(O)C(O)CCC(O)CC(O)CC(=O)OC(C)C(C)C1O)CC(O)C2C(=O)O (stereo unspecified)
-2	CCOC(=O)C1Oc2ccccc2C(c2ccc(OC)cc2)=C1C(=O)OC (stereo unspecified)
-1	CCOC(=O)C1=CN(Cc2cccc(-c3ccc4c(c3)OCO4)c2)S(=O)(=O)N(C)C1C (stereo unspecified)
2	COC(=O)[C@]1(Cc2ccccc2)N[C@H](CN(C)C(=O)c2ccc(C)cc2)[C@@H]2C(=O)N(Cc3ccccc3)C(=O)[C@@H]21
-2	COC(=O)[C@H](NCc1ccc(OC)c(B(O)O)c1)C(C)C
6	O=C1NC(c2cccc(OCc3ccccc3)c2)Nc2ccccc21 (stereo unspecified)
2	C=CCN(c1ccccc1OC)S(=O)(=O)c1cccc(C(=O)OCC(=O)c2c(N)n(C)c(=O)n(C)c2=O)c1
-1	CC(=NNC(=O)c1ccncc1)c1cc(Cl)ccc1Cl
32	Clc1ccc(C2Nc3cccc4cccc(c34)N2)c(Cl)c1
-3	CCOC(=O)C1=C(COC(=O)CNS(=O)(=O)c2ccc(NC(C)=O)cc2)NC(=O)NC1C (stereo unspecified)
11	O=C(NNC(=O)c1ccccc1F)c1ccc(NS(=O)(=O)c2ccc(F)cc2)cc1
7	CN(C(=O)CSc1ncnc2ccccc12)C1CCCCC1
1	O=C1[C@H](Cc2ccccc2)NCC=CC[C@@H](c2ccc(Cl)cc2)N1Cc1ccc(Cl)cc1
-3	O=C(N1CCc2cc(S(=O)(=O)NC[C@H]3O[C@@H](n4ccc(=O)[nH]c4=O)[C@H](O)[C@@H]3O)ccc2C1)C(F)(F)F
-3	CN(C)C(=O)c1ccc(NC(=O)CSc2nnc(-c3ccc4c(c3)OCO4)o2)cc1
1	CCc1cc(C(=O)NNC(=O)c2csc(N3CCOCC3)n2)sc1C
-4	O=C(O)c1cccc2c1C(=O)c1cc([N+](=O)[O-])ccc1-2
-5	CCN(C(=O)COC(=O)/C=C/c1ccc(Cl)c(Cl)c1)c1c(N)n(Cc2ccccc2)c(=O)[nH]c1=O
-1	CCOC(=O)C1(C(=O)OCC)NC(=O)CC1C (stereo unspecified)
-1	CCOC(=O)c1c(-c2ccccc2)csc1NC(=O)/C(C#N)=C\c1ccc(O)c(OC)c1
2	O=C(CCc1nc2ccccc2c(=O)[nH]1)NCCN1C(=O)S/C(=C\c2ccc(OC(F)F)cc2)C1=O
0	NS(=O)(=O)c1ccc(N2N=C(c3ccccc3)CC2c2cccc(Cl)c2)cc1 (stereo unspecified)
12	O=C(COC(=O)c1ccc(-n2cnnn2)cc1)c1ccc(Br)cc1
5	CCN1CCN(c2ccc(S(=O)(=O)N3CCOCC3)cc2NC(=O)c2ccc(OCC(C)C)cc2)CC1
-5	CC[C@]12c3[nH]c4cc(CCC(=O)N(C)C)ccc4c3CCN1C(=O)[C@@H](CC(=O)NCCCOC)C[C@@H]2C(=O)N1CCN(C(=O)c2ccco2)CC1
-6	C=CC(=O)N1C/C(=C/c2ccc(F)cc2)C(=O)/C(=C\c2ccc(F)cc2)C1
2	Cc1nc2c(=O)[nH]c(=S)[nH]c2[nH]c1=O
-15	CCc1ccccc1NC(=O)CN1CCN(C(=O)CN2C(=O)NC3(CCCCC3C)C2=O)CC1 (stereo unspecified)
-4	COc1cccc2c1C(CCCC(=O)O)CCC2 (stereo unspecified)
2	O=C(Nc1cccc(S(=O)(=O)N2CCCCC2)c1)[C@@H]1CCCN1S(=O)(=O)c1ccccc1C(F)(F)F
-1	Nc1[nH]c(=O)nc2snnc12
2	COc1ccccc1C1CC(=O)Oc2cc(C)c(Cl)c(C)c21 (stereo unspecified)
-1	CN(C(=O)c1cccc(NC(=O)Cc2cccc(NC(=O)C3CCN(C(=O)CCc4ccccc4)CC3)c2)c1)C1CC1
-2	C#CCOCCOCCOCCNc1nc(N2CCN(C(=O)Cn3cc(CCCCN)nn3)CC2)nc(N2CCN(C(=O)[C@H](Cc3ccc(O)cc3)n3cc(CCO)nn3)CC2)n1
-1	c1ccc(CSc2ncnc3c2ncn3C2CCCCO2)cc1 (stereo unspecified)

# Additional entries follow.
Dyrk1A ADPGlo	SMILES
0	COc1cc(OC)c2c(c1)OC(=O)CC2c1ccc(C)cc1 (stereo unspecified)
8	Nc1nc(N)c2[nH]c(=S)[nH]c2n1
8	CC(NC(=O)c1ccccc1)C(=O)NC1CCCc2ccccc21 (stereo unspecified)
12	O=c1[nH]c(=O)c2[nH]c(=S)n(-c3ccccc3)c2[nH]1
16	Cc1ccc(OCC(=O)Nc2ccc(-n3cnnn3)cc2)c(C)c1
-2	COc1ccc(Cc2ccccc2C(=O)O)cc1
3	CCCn1c(SC(C)C(=O)NC2CCCC2)n[nH]c1=O (stereo unspecified)
2	O=C(O)c1cc(=O)[nH]c2ccccc12
